High-throughput results deposited in PubChem by several laboratories.
NPY-Y1 antag: NPY-Y1 receptor antagonists, primary screen, cell-based. inhibition, % at 3.6 µM. AID 1040, 2008. HEK293-CNG Y1 cells, membrane potential fluorescence; NPY at EC95, then isoproterenol. Neuropeptide Y receptor type 1 (Homo sapiens), P25929. 200,000 tested, 1% active;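 active means inhibition above the campaign mean inhibition of all tested compounds plus 3 SD, cut at about 20% in these data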;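 further: 0% = DMSO wells given NPY plus isoproterenol and 100% = isoproterenol alone without NPY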
Target sequence (P25929 whole entry, looked up): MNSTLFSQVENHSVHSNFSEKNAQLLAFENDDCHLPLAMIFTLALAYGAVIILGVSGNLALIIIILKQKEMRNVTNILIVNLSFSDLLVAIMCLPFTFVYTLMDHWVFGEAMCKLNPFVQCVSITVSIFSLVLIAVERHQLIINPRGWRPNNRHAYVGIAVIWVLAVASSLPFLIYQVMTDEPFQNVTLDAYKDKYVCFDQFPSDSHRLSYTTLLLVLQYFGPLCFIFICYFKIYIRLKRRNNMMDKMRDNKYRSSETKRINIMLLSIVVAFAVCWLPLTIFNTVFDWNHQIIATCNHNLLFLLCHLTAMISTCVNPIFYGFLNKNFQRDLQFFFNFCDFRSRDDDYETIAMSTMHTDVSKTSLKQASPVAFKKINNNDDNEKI
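Benchmarks – high control isoproterenol alone, low control NPY with isoproterenol · Material – HEK293 Y1/CNG channel cell line · Times – dye 3 h, compound 60 min room temperature, stimulation 45 min · Probe or stimulus – NPY (25 nM), isoproterenol (1 µM), Ro 20-1724 (25 µM) · Evaluation – % inhibition of NPY effect · Signal – fluorescence, membrane potential probe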
p97 inhibitor: inhibitors of human p97 ATPase, primary screen, biochemical; 220,000 tested, 0.42% active; Transitional endoplasmic reticulum ATPase (Homo sapiens), P55072; recombinant p97 ATPase, Kinase-Glo ATP luminescence, 3 h; inhibition, % at 8 µM; in the data active means inhibition above about 15%;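 further: 0% = DMSO vehicle and 100% = wells lacking enzyme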
S1P4 antagonist: S1P4 receptor antagonists, primary screen, cell-based. Sphingosine 1-phosphate receptor 4 (Homo sapiens), O95977. S1P4-expressing cells, antagonist mode, reporter read-out. inhibition, % at 4.98 µM. 220,000 tested, 0.26% active; in the data active means inhibition above about 29%;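 further: 0% = wells stimulated with agonist and 100% = vehicle wells without agonist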
S1P4 ag: S1P4 receptor agonists, primary screen, cell-based; Sphingosine 1-phosphate receptor 4 (Homo sapiens), O95977; activation, % at 4.98 µM; S1P4-expressing cell line, agonist reporter assay; AID 1509, 2009; 220,000 tested, 0.35% active; in the data active means activation above about 11%;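 further: 0% = DMSO vehicle and 100% = reference agonist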
EP2 mod: EP2 receptor modulators, cAMP readout, primary screen, cell-based, HTRF cAMP, PGE2 stimulation | Prostaglandin E2 receptor EP2 subtype (Homo sapiens), P43116 | EP2-expressing cells, cAMP HTRF FRET, PGE2 co-stimulation | induction, % at 25 µM | 260,000 tested, 0.83% active | AID 940, 2007;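 active means compounds whose cAMP rise, as percent of the full-agonist control response, exceeds 60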;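 further: rat C6 glioma line stably carrying human EP2 under a CMV promoter; the protocol text gives 20 µM as final concentration; 100% = response of wells given 1 µM PGE2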
NPY-Y1 PAM-ag: NPY-Y1 receptor potentiators or agonists, primary screen, cell-based; Neuropeptide Y receptor type 1 (Homo sapiens), P25929; NPY-Y1 expressing cells, potentiator/agonist activation; activation, % at 3.6 µM; 220,000 tested, 0.37% active; AID 1304, 2008; in the data active means activation above about 33%, passing the limit was not always enough;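 further: cells stimulated with NPY at EC10 then isoproterenol at EC100; 0% = low agonist plus stimulus and 100% = saturating agonist plus stimulus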
NPY2 pot ag: NPY-Y2 potentiators or agonists, primary screen, cell-based; Neuropeptide Y receptor type 2 (Homo sapiens), P49146; cells expressing NPY-Y2, potentiator/agonist read-out; activation, % at 3.6 µM; 220,000 tested, 0.45% active; in the data active means activation above about 27%;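 further: cells stimulated with NPY near EC25 plus isoproterenol at EC100; 0% = vehicle plus submaximal agonist and 100% = vehicle plus saturating agonist; some results beyond the cut were filed as inactive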
Target sequence (P49146 whole entry, looked up): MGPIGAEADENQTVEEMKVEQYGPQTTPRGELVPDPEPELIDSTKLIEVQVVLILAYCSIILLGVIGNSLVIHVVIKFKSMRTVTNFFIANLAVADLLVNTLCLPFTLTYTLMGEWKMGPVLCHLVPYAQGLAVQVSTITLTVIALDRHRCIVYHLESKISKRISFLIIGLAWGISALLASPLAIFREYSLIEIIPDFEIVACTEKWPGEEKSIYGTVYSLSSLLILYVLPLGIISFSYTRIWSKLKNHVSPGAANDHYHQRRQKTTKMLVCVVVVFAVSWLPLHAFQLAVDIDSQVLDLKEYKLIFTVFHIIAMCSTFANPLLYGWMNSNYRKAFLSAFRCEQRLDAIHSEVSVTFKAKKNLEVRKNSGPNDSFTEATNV
PGE2 EP2 inh: human EP2 receptor antagonists, primary screen, TR-FRET cAMP, C6 glioma cells | AID 1422, 2008 | 260,000 tested, 0.52% active | inhibition, % at 25 µM | C6 glioma cells expressing human EP2; cells stimulated with saturating PGE2;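 active means percent inhibition above 40 after rounding to a whole number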;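 further: rat C6 glioma host cells with rolipram phosphodiesterase inhibitor present; the protocol text gives 20 µM as final concentration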
eIF4E-4G inh: eIF4E–eIF4G protein interaction inhibitors, primary screen, biochemical, uHTS, TR-FRET, eIF4GI fragment; TR-FRET eIF4E-eIF4GI(517-606) binding, 2 h; Eukaryotic translation initiation factor 4E (Mus musculus) + Eukaryotic translation …; 220,000 tested, 0.37% active; inhibition, % at 21.7 µM; AID 782, 2007;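 active means inhibition above about 30%, limit read from the data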;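 further: 0% = full FRET control wells and 100% = background wells lacking eIF4GI fragment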
Active calls of the source: *; x = not tested or not shown; & = joins results of further samples; ! = not active in a repeat; [ ] = dose if it differs, or a comment.

Compound	NPY-Y1 antag	p97 inhibitor	S1P4 antagonist	S1P4 ag	EP2 mod	NPY-Y1 PAM-ag	NPY2 pot ag	PGE2 EP2 inh	eIF4E-4G inh
CN(C)c1ccc(C(CNC(=O)c2ccc(C#N)cc2)c2c[nH]c3ccccc23)cc1 (stereo unspecified)	3	-3	-3	1.7	14	4	-1	10	3
O=C(CN1C(=O)NC(Cc2ccccc2)C1=O)Nc1ccc(F)cc1 (stereo unspecified)	6	3	-6	1.4	-19	11	20	6	0
CC(=O)Nc1cc2c(=O)n(Cc3ccccc3)c(C)nc2cc1N1CCOCC1	4	-6	-2	1.6	-11&-15	3	1	8&7	1
CCn1c(SCc2ccccc2)nnc1-c1ccc(S(=O)(=O)N2CCCCC2)cc1	-4	1	-14	0.1	13	-4	6	10	6
COc1cc2[nH]c(=S)n(NC(=O)c3ccccc3)c(=O)c2cc1OC	5	-5	3	-0.8	49	10	12	9	-4
CCOC(=O)N1CCN(C(=S)Nc2cccc(C)c2C)CC1	0	2	-10	-0.2	13	6	12	12	1
CC1(Cc2cn(CCC#N)c3ccccc23)OCCO1	3	5	1	-0.8	-4	3	10	12	-3[fluorescence artefact?]
Cc1ccc(C(O)c2nc3ccccc3n2C(C)C)cc1 (stereo unspecified)	5	-3	12	-1.2	25	-24	-2	x	-2
CCOc1ccc(NC(=O)COC(=O)c2cccnc2)cc1	-2	2	8	-0.9	13&-31	-3	5	9&15	-13[fluorescence artefact?]
CN(C)C(=O)c1cc(-c2ccccc2)no1	0	-2	-16	0.3	24	4	-11	1	4
Cc1cc(C(=O)COC(=O)c2ccc[nH]c2=O)c(C)n1-c1ccc(F)cc1	3	-1	-22	1.2	21	-1	16	10	1
O=C(O)CCC(=O)c1ccc2ccc3cccc4ccc1c2c34	x	19*	-3	1.0	-23&-15	-37	-26	53*!	4
Cc1cc(NS(=O)(=O)c2ccc(NC(=O)/C=C/c3ccco3)cc2)nc(C)n1	x	-2	-4	-1.5	-6	-2	-3	9	2
CCc1nc(SCC(=O)Nc2ccc(OC)cc2[N+](=O)[O-])n[nH]1	x	-1	-9	1.4	-27	-18	-6	8	-5
COC(=O)c1scc(C)c1NC(=O)Cc1ccccc1	-1	-3	6	2.3	29	-14	-20	11	-2
CCS(=O)(=O)N1CCCC(C(=O)NCCN(C)Cc2ccccc2)C1 (stereo unspecified)	1	2	-13	0.0	16	-6	21	-6	4
CCCCC(=O)NC(=S)NNC(=O)c1ccc(OC)cc1	2	-2	-12	0.6	-6	-16	13	4	2
CCn1c(SCC(=O)OC)nc2sc3c(c2c1=O)CC(C)(C)OC3	x	1	-16	0.9	26	4	-20	6	-1
CCSc1nnc(NC(=O)CSC2=NN3CCCC(=O)N=C3S2)s1	5	1	8	1.3	15	10	-1	3	-2
O=C(NC(=S)NCCCN1CCOCC1)c1ccc(Br)cc1	0	-9	-9	-1.5	-95&-32	-18	-20	15&4	-4
Cc1ccc(NC(=O)c2cnccn2)c(OC(F)F)c1	2	-4	-14	-1.2	-27	-3	-19	8	-4
CC(C)(C)C(=O)/C(=C\c1ccc([N+](=O)[O-])cc1)n1cncn1	-1	-3	55*	-0.2	-32	-15	-4	35	-1
COc1ccccc1C(=O)N1CC2(C)CC1CC(C)(C)C2 (stereo unspecified)	9	-3	9	0.3	5	-4	11	13	5
CC(C)NC(=O)Cn1c(SCC(=O)N2CCCc3ccccc32)nc2ccccc21	3	8	12	1.2	26	6	11	7	-4
CCOC(=O)c1sc(=S)n(-c2ccccc2Cl)c1SC	7	2	6	-1.2	-5	-11	2	12	4
CCn1c(=O)c2c(cnn2C)c2ccccc21	12	-4	10	2.5	13	-32	-21	6	3
COc1ccc2ccccc2c1/C=N\n1c(C)cc(C)c(C(N)=O)c1=O	-5	-2	2	-2.3	16	5	-10	x	7
CSc1ccccc1-c1nnc(-c2ccccc2)o1	7	-9	-1	-3.4	55	-37	-39	12	x
COc1ccc(CNC(=O)c2csc(Cc3ccc(Cl)cc3)n2)cc1	3	-2	3	0.8	-1	-14	-27	x	-9
CC(C)(C)c1ccc(OCCCC(=O)NC2=NCCS2)cc1	-1	-1	3	-2.4	-12	-17	-4	11	5
Cc1cc(C)c(NC(=O)COc2nncc3ccccc23)c(C)c1	1	-3	-27	1.9	19	-9	1	6	6
CC1(C)c2ccccc2N2CC(=O)N(CC(N)=O)C21C (stereo unspecified)	-6	-1	-9	-3.0	0	-15	-9	7	-1
Cn1nc(C(=O)NCc2cccnc2)c2ccccc2c1=O	3	-3	4	0.7	23	4	-8	19	-1[fluorescence artefact?]
Nc1cc(N)nc(SCC(=O)Nc2ccccc2)n1	-2	2	-17	-0.1	6	20	-6	6	-2[fluorescence artefact?]
COc1ccc(NC(=O)CSc2nnc(CNC(=O)COc3ccc(Cl)cc3)o2)cc1	1	-4	-10	0.6	-40	-10	11	4	-2
CCSc1nc(C)cc(C)c1S(=O)(=O)c1ccccc1C	1	3	-2	1.2	48	-10	-15	8	-4
Fc1ccc(Nc2nc(-c3ccncc3)nc3ccccc23)cc1	2	4	-4	-1.6	9	-17	2	11	-12
Cc1ccc(-n2c(SCC(N)=O)nnc2-c2ccc(S(=O)(=O)N3CCCCC3)cc2)c(C)c1	7	1	-5	-0.9	-5	11	7	9	-1
CCOC(=O)c1ccc(S(=O)(=O)N2CCN(CC(=O)NC(=O)NC3CCCCC3)CC2)cc1	-12	-4	-7	-1.4	7	22	14	x	-7
CCCc1cc2c(cc1NC(=O)c1ccccc1Cl)OCO2	5	2	3	2.2	2	-29	-5	13	0
Cc1ccc(S(=O)(=O)N2CCN(CC(O)c3ccccc3)CC2)cc1C (stereo unspecified)	1	3	14	-0.4	-17	4	2	12	1
O=C(c1ccco1)N1CCn2c1nc1ccccc12	4	-10	-13	-0.6	10	0	-3	7	5
O=C(NCC(c1cccnc1)N1CCN(c2ccc(F)cc2)CC1)c1ccc2c(c1)OCO2 (stereo unspecified)	2	2	3	-1.6	3	-11	-8	11	4
O=[N+]([O-])c1ccc(-c2ccc(C=Nc3cccc4ccccc34)o2)cc1	1	3	-3	-0.6	21	-16	-15	x	8[fluorescence artefact?]
C=C1CCC2C(C)(C)[C@H](O)CC[C@@]2(C)[C@@H]1COc1cc(=O)oc2ccccc12 (stereo partly specified)	12	-4	7	0.3	21	-27	2	4	-2
Cc1cc(Br)ccc1SCC(=O)OCC(=O)NC1CCCC1	6	-8	-8	-0.3	3	-38	-18	9	2
c1ccc(-c2nc(NCc3ccco3)c3oc4ccccc4c3n2)cc1	10	3	3	-0.6	43	-11	-27	7	-2
Cn1c(=O)c(/C=C/c2ccccc2)nc2ccccc21	7	-3	-17	4.2	15	-5	-2	11	0[fluorescence artefact?]
Cc1cc(C)nc(N2CCCC(C(=O)NCCc3ccc(F)cc3)C2)n1 (stereo unspecified)	-3	-2	-10	-0.4	4&-57	1	1	10&9	6
COc1ccc(CCNC(=O)C2CCN(S(C)(=O)=O)CC2)cc1	-1	3	-1	1.5	0	-4	6	2	-1
CCCP(=O)(CC(=O)N(CC)CC)c1ccccc1 (stereo unspecified)	1	-4	-1	-1.8	25	11	-4	3	-3[fluorescence artefact?]
CC1CCCCN1C(=O)CCc1nnc(Cc2c[nH]c3ccccc23)o1 (stereo unspecified)	2	7	-13	-0.7	-37	16	3	3	-2
O=C(COC(=O)c1cccnc1Cl)Nc1ccc2c(c1)OCCO2	1	4	-5	0.0	-45	0	-4	-1	2
OC(COCc1ccccc1)CN1CCCC1 (stereo unspecified)	-2	5	-16	0.2	2	-13	-9	7	8
CC(C)n1cc(CN2CCN(CCc3ccccc3)C(CCO)C2)cn1 (stereo unspecified)	-1	2	1	14*	-1	-5	-1	9	2
OCCNCCNCc1ccc(-c2ccccc2)cc1	19	6	-26	2.3	-28	-18	-4	8	3
CSCCC(NC(=O)c1ccco1)C(=O)OCC(=O)Nc1sccc1C#N (stereo unspecified)	3	-3	8	0.6	27	-4	-9	x	-1[fluorescence artefact?]
CCCC(=O)Nc1ccc(C(=O)NNC(=O)c2ccco2)cc1	-5	4	-4	-0.2	20	14	4	6	17
COc1ccc(NC(=O)CSc2nc(C)cs2)c(OC)c1	0	-3	5	74*	-20	1	0	4	-2
CCOc1ccccc1CN1CCN(Cc2ccc(C)o2)CC1CCO (stereo unspecified)	1	-5	-8	-0.8	1	-21	-17	7	-1

(further entries)
Compound	NPY-Y1 antag	p97 inhibitor	S1P4 antagonist	S1P4 ag	EP2 mod	NPY-Y1 PAM-ag	NPY2 pot ag	PGE2 EP2 inh	eIF4E-4G inh
CCOC(=O)N1CCN(CC(O)COc2cc(C)ccc2C(C)C)CC1 (stereo unspecified)	-13	2	-2	-0.9	32	92*	81*	6	4
Cc1ccc(NC(=O)COC(=O)CN2C(=O)c3ccccc3C2=O)cc1S(=O)(=O)N(C)C	-2	-4	-6	-0.5	-17	10	-10	9	3
Cc1cccc(NC(=O)Nc2nnc(-c3ccccc3)o2)c1	2	-3	-18	2.2	-30	3	10	5	6
Cc1c(C(=O)c2ccc(F)cc2)c2ccccn2c1CCc1ccccn1	6	-5	1	0.1	-3	-4	5	2	-2
COc1cc(N2C(=O)CC3(CCCC3)CC2=O)cc(OC)c1OC	x	0	5	-0.3	-1	-15	-9	8	0
CC1CCN(C(=O)CSc2nnc(Cn3c(=O)sc4ccccc43)n2C)CC1	2	1	-31	0.4	8	-7	0	5	0
Clc1ccc(-c2n[nH]c3c2CCCC3)cc1	0	-3	12	-1.8	39	10	-2	7	0
Cc1c(NC(=O)CN2C(=O)NC(CCc3ccccc3)C2=O)c(=O)n(-c2ccccc2)n1C (stereo unspecified)	-1	8	6	0.9	-2	11	-5	12	3
O=C(N/N=C/c1cccnc1)c1ccc([N+](=O)[O-])cc1	-2	1	1	-0.4	-23	6	-12	7	5
COc1ccc(C2NC(C(=O)O)Cc3c2[nH]c2ccccc32)cc1OC (stereo unspecified)	4	-2	-7	0.7	33	10	5	12	1[fluorescence artefact?]
CCC(=O)Nc1cc(C(=O)OCC(=O)c2ccc(Cl)cc2Cl)ccc1C	1	2	-10	3.7	-9	17	-1	3	1
O=C(NC(=Nc1ccccc1)N1CCOCC1)Nc1ccccc1	6	1	-1	-0.9	-1	-16	4	7	13

This is a subset; rates above refer to the full screens.
